ssDAF-12 act: S. stercoralis DAF-12 activation, primary screen | HEK293 ssDAF-12/GRIP1 lit1-tk-luc reporter, luminescence; % of 3 µM dafachronic acid response | activation, % at 6.8 µM | hit rate 1% among 370,000;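 active means activation above the mean over all tested compounds plus 3 SD, cut at about 0.9% in these data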;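 further: 0% = DMSO-only wells and 100% = 3 µM delta7-dafachronic acid wells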
Rev-erbA mod: modulates human Rev-erb alpha binding to DNA | activity, % at 10 µM | AID 1259318 | Rev-erbα–FITC-DNA binding, fluorescence polarization, 90 min | P20393 | hit rate 0.79% among 370,000;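 active means activity above about 14%, limit read from the data; passing the limit was not always enough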;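 further: 0% = DMSO wells with 35 nM protein and 100% = DMSO wells with 750 nM protein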
ADAM17 inh: inhibitors of human ADAM17; hit rate 0.83% among 370,000; AID 720648; inhibition, % at 6.95 µM; recombinant ADAM17, EDANS/DABCYL FRET peptide cleavage; P78536;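 active means inhibition above the mean of compounds lying between control limits plus 3 SD, set per campaign, cut at about 8.5% in these data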;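 further: 0% = DMSO-only wells as the low control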
hgDAF12 agonist: agonists of H. glycines DAF-12 nuclear receptor; HEK293 GAL4-hgDAF12 UAS-luciferase reporter, agonist luminescence; normalized to butyrate control; activation, % at 6.8 µM; hit rate 1.8% among 370,000; AID 687014;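 active means activation above a cutoff set at the mean of all screened compounds plus 3 SD, cut at about 10% in these data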;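 further: 0% = DMSO wells and 100% = sodium butyrate wells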
DAX1 inh-1: inhibitors of human orphan nuclear receptor DAX1 (NR0B1); HEK293 Gal4-DAX1 luciferase reporter, luminescence; inhibition, % at 6.75 µM; hit rate 0.99% among 340,000; AID 504766;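 active means inhibition above the mean over all tested compounds plus 3 SD, cut at about 4.2% in these data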;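 further: 0% = DAX1-transfected cells with DMSO and 100% = empty-vector control cells with DMSO; inhibition shows as a rise in luminescence from relieved DAX1 repression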
SMARCA2 activ: SMARCA2 function activation, primary screen; hit rate 1% among 370,000; activation, % at 9.1 µM; MG213 cells, MMTV-luciferase reporter, dexamethasone, overnight; AID 652017; in the data active means activation above about 7.8%;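 further: 0% = vehicle wells and 100% = reference activator wells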
PLC-gamma1 inh: inhibitors of human phospholipase C gamma1 | AID 720700 | P19174 | hit rate 0.84% among 370,000 | inhibition, % at 12.2 µM | purified PLC-gamma1, fluorogenic substrate, fluorescence; in the data active means inhibition above about 9.5%
hcDAF12 agonist: activators of H. contortus DAF-12 nuclear receptor. HEK293 hcDAF-12 lit1-tk-luc reporter, luminescence; 0% DMSO, 100% Δ7-dafachronic acid. activation, % at 6.8 µM. hit rate 1.4% among 370,000. AID 652067;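 active means activation above the mean of all tested compounds plus 3 SD, cut at about 5.5% in these data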;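 further: 100% = response to 3 µM Δ7-dafachronic acid high control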
DAX1 inh-2: DAX1 (NR0B1) inhibition, primary screen; hit rate 1.1% among 370,000; AID 652010; inhibition, % at 6.8 µM; HEK293T StAR-luciferase reporter, SF-1/DAX-1 repression relief;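 active means inhibition above the mean over all tested compounds plus 3 SD, cut at about 3.6% in these data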;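 further: 0% = DAX-1 cells with DMSO and 100% = cells lacking DAX-1 with DMSO; higher inhibition means more luminescence from relief of DAX-1 repression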
MBD2 inh: blocks human MBD2 binding to methylated DNA; inhibition, % at 4.4 µM; Q9UBB5; AID 686964; hit rate 0.31% among 370,000; TR-FRET, MBD2 binding to methylated oligonucleotide; in the data active means inhibition above about 13%
PLC-beta3 inh: PLC-beta3 (human) inhibition, primary screen; Purified PLC-beta3, fluorogenic substrate, fluorescence; hit rate 0.18% among 370,000; inhibition, % at 12.2 µM; AID 720704; in the data active means inhibition above about 11%;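 further: 0% = median of compound wells on plate and 100% = full blocker control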
Target sequence (Q01970 whole entry, looked up): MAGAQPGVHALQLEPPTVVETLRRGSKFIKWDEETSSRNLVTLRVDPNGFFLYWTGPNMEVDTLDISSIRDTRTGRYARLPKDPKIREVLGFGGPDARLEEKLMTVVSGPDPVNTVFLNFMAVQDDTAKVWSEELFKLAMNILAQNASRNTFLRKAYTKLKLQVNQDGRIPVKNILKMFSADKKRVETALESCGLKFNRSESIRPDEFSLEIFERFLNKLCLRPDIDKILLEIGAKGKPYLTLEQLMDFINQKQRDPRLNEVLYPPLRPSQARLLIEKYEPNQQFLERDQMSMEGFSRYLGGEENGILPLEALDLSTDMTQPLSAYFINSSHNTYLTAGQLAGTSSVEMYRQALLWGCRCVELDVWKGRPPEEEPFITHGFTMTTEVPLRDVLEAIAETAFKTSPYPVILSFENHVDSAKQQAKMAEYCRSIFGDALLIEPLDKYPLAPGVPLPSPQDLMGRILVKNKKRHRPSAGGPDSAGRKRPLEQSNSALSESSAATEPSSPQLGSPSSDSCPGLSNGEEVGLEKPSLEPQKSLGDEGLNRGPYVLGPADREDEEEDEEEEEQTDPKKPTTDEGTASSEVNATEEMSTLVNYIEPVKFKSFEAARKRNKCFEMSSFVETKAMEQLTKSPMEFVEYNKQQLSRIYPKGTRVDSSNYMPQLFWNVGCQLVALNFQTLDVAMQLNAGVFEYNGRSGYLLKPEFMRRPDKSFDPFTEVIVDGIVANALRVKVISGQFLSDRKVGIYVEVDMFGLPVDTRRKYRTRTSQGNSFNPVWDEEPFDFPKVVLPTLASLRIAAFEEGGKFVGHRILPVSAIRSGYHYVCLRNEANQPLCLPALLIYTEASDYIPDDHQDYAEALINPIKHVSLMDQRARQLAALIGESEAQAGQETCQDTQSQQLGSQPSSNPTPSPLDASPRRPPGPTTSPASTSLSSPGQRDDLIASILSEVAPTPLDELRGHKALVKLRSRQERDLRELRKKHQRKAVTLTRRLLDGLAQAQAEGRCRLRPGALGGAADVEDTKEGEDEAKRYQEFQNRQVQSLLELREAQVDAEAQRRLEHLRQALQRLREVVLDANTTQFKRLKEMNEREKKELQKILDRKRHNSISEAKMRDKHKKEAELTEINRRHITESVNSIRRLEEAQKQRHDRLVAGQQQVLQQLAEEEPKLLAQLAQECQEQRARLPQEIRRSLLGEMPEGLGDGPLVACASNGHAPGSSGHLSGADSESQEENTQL
* hit, by the source's call; i = inactive; · = no result given.

canonical_smiles	ssDAF-12 act	Rev-erbA mod	ADAM17 inh	hgDAF12 agonist	DAX1 inh-1	SMARCA2 activ	PLC-gamma1 inh	hcDAF12 agonist	DAX1 inh-2	MBD2 inh	PLC-beta3 inh
O=C(Cc1ccccc1)N/N=C/c1cc(Br)cc(Br)c1O	-0.6	7	-5	-1.3	1.2	-2	-11	-1.9	0.0	2	-21
COCCCNC(=O)c1cccc(C(=O)NCCCOC)c1	-0.5	-6	-2	1.4	0.9	-1	1	-0.3	0.3	5	2
Cc1cc(C)c2c(N)c(C(=O)c3cccc(Cl)c3)sc2n1	-1.7	-1	-25	-2.0	-2.2	-1	-11	-1.3	-0.5	-5	-14
Cc1cc(N2CCCC2)nc(SCC(=O)c2ccccc2)n1	-0.9	0	-4	1.4	0.1	-3	1	-1.2	0.2	3	3
NC(=O)C(=O)N/N=C/c1c[nH]c2ccc(Br)cc12	0.0	-3	3	-0.1	4.5*	1	-4	-0.3	0.1	-2	-9
COc1ccc(C(c2nnnn2CC2CCCO2)N2CCN(c3cccc(C)c3C)CC2)cc1 (stereo unspecified)	-1.0	7	6	-0.6	-0.2	0	9	-1.7	0.6	-5	5
N#CC(C#N)=NNc1ccc(S(=O)(=O)N2CCCC2)cc1	-1.1	5	8	-0.2	0.0	1	7	-0.8	0.0	0	-260
CN(C(=O)COC(=O)CN1C(=O)c2ccccc2C1=O)c1c(N)n(Cc2ccccc2)c(=O)[nH]c1=O	-1.1	10	-2	-1.1	0.0	-1	2	1.3	-1.0	-4	-5
Cc1cccc(C)c1NC(=O)C(=O)NCC1CCCN1S(=O)(=O)c1ccccc1 (stereo unspecified)	-1.1	6	-2	2.5	-1.9	-2	1	0.3	-1.4	-2	-6
Clc1ccccc1-c1cc2nc(NCc3ccco3)ccn2n1	-0.6	-1	-9	9.3	·	1	-23	0.5	1.2	-1	-31
CCOc1ccc(-c2nc(N)ncc2Oc2cccc(OC)c2)c(O)c1	-1.5	0	7	-0.8	-0.2	2	-13	-2.0	-0.6	-9	-21
COc1ccc(-c2cc(NC=O)c3ncc(-c4cc(OC)c(OC)c(OC)c4)n3c2)cc1	-0.6	-5	-6	-4.3	·	1	-37	-0.5	4.6*	-1	-55
CCCOc1ccc(C(=O)NNC(=S)NC(=O)c2cc(-c3ccccc3)nc3ccccc23)cc1	-1.2	9	-3	1.0	-0.3	-3	-2	-0.3	0.0	5	-4
N/C(=N\c1nc(CSc2ccccn2)cc(=O)[nH]1)Nc1ccc(Cl)cc1Cl	-1.3	-6	-4	-0.5	0.2	1	0	-1.5	-0.3	1	-9
C=CCSC1=C(C#N)C(c2ccc(OCC)cc2)CC(=O)N1 (stereo unspecified)	-0.6	-3	1	0.8	0.2	1	-2	-2.7	0.4	0	1
Cc1ccc(OC(=O)C2CSC3(C)CCC(=O)N23)c(Br)c1 (stereo unspecified)	-1.3	1	-2	0.3	-0.5	-2	2	2.1	1.6	-6	-4
Cc1onc(-c2ccccc2)c1C(=O)Nc1ccc2c(c1)OCO2	-0.9	4	-2	0.9	-0.3	-2	2	0.7	-2.0	3	0
Oc1c(C(Nc2nccs2)c2ccc(C(F)(F)F)cc2)ccc2cccnc12 (stereo unspecified)	-1.4	13	1	-8.8	-2.0	-3	-7	-1.8	-2.4	2	-14
CCn1c(=O)cc(OCC(=O)NCCCN2CC(C)CC(C)C2)c2ccccc21 (stereo unspecified)	-0.6	-1	4	-0.2	0.7	-8	4	0.6	0.3	-3	9
Cc1ccc(NC(=O)c2cc(-c3cc(Cl)ccc3C)n[nH]2)cc1NS(C)(=O)=O	-2.3	-7	4	-5.3	·	-4	1	-5.0	-3.6	-7	0
Cc1cc2n(n1)SC(Nc1cc(Cl)ccc1Cl)N2 (stereo unspecified)	-1.3	3	2	3.5	1.1	2	1	0.4	-0.4	0	3
O=C(O)Cn1nncc1-c1ccc(C(F)(F)F)cc1	-1.1	8	-3	-0.8	·	-3	3	-2.8	0.8	-4	2
Cc1ccc(NC(=O)c2ccc3nsnc3c2)c(C)c1	-0.6	-9	-3	4.7	0.3	2	2	-1.5	2.0	-3	-5
O=c1[nH]c(=S)[nH]c2c1C(c1ccc(F)cc1)OC(CCc1ccccc1)C2 (stereo unspecified)	-0.6	-4	-2	-1.2	·	-1	2	0.9	1.8	3	2
Cc1cc([N+](=O)[O-])nn1CCCC(=O)N1CCN(c2ccccc2)CC1	0.1	-1	0	-1.4	0.5	-1	1	1.0	-0.3	0	1
O=C(CN1CCCc2ccccc21)N/N=C/c1ccc(O)cc1O	-1.4	-2	-10	-4.9	-0.5	-5	-24	2.0	-1.4	5	-27
COc1ccccc1/C=N/NC(=O)CNC(=O)c1ccccc1	-0.7	-3	-6	-1.8	-0.9	-1	-2	0.8	-0.5	-3	-4
COc1ccc(C(O)c2ncc(-c3ccccc3F)[nH]2)cc1 (stereo unspecified)	-0.5	0	-10	5.9	·	-4	1	0.2	0.0	-6	2
COc1ccc2nc(N3CCN(C(=O)c4ccc5ncsc5c4)CC3)sc2c1	-0.8	-5	0	-2.2	-1.5	-1	-1	-1.0	-3.3	-2	-6
Cc1nn(CC2CC2)c(=O)n1-c1ccccc1	-0.7	-1	-6	0.2	0.1	-5	6	1.0	0.5	10	-4
CN1CCN(NC(=O)c2cc(S(=O)(=O)N3CCOCC3)c(Cl)cc2Cl)CC1	-1.4	-8	-2	0.3	2.3	-3	-3	-2.8	0.7	1	-2
O=C1C(Cl)=C(NCC2CCCO2)C(=O)N1c1ccccc1 (stereo unspecified)	-1.4	-4	-1	0.3	1.2	2	2	-1.2	0.0	-1	-2
Cc1cc(=O)oc2c3c(cc(OCC(=O)NCC(=O)O)c12)OC(C)(C)CC3	-0.7	-6	i	1.9	2.3	2	i	-0.5	0.2	-1	i
CCSc1nnc(N(CCC#N)CCC#N)s1	-1.1	0	-1	0.4	0.0	0	-2	-0.6	0.8	-5	2
Cc1nnc(NC(=O)CCSc2ccc(Cl)cc2)s1	-0.5	3	0	-3.5	-1.4	0	2	-0.5	0.4	-4	1
O=C(C[C@H]1C/C=C\CC[C@@H](Cc2ccc(F)cc2)C(=O)O[C@@H](c2ccccc2)CNC1=O)N[C@H](CO)Cc1ccccc1	-1.1	0	13*	0.7	-0.5	-2	11*	-0.2	0.5	-8	8
O=C1CCCCCC1C1(O)C(=O)Nc2ccc(Br)cc21 (stereo unspecified)	-0.7	2	-6	0.2	0.5	-1	0	0.7	0.4	2	1
OC1C2COC(O2)C2OC(c3ccccc3)OC12 (stereo unspecified)	-1.4	2	-1	0.1	·	1	2	-1.3	0.1	0	4
CC(C)N(C(=O)CSc1nnc(NC(=O)c2cccs2)s1)C(C)C	-1.7	-4	-3	1.7	0.9	-2	-8	-0.1	-0.7	-1	-10
COc1cccc(-c2cc3nc(NCc4ccccc4F)n(C)c(=O)c3s2)c1	-0.9	-3	-6	9.1	·	-6	1	1.4	0.0	9	-3
CCOC(=O)c1sc(NC(=S)NC(=O)c2ccccc2)nc1C	-0.4	20*	0	16*	1.5	7	0	5.9*	2.6	0	2
C=CCN(CC=C)C(=O)Nc1cc(OC)ccc1OC	-1.0	1	-1	-0.8	0.7	0	0	-1.4	-0.7	-5	-4
COCCCN=CC1=C(O)CC(c2ccccc2)CC1=O (stereo unspecified)	-1.3	0	-3	-0.1	1.1	0	-5	2.6	0.1	2	-4
COc1cc(F)c(S(=O)(=O)N2CCOc3ccccc32)cc1OC	-1.1	0	-6	-0.9	0.7	-1	-4	1.1	-0.4	5	-1
O=C(CN1C(=O)NC2(CCCC2)C1=O)Nc1cc(Cl)ccc1Oc1ccccc1	-0.5	11	2	-2.1	-0.7	1	4	-0.8	-1.7	-7	1
CCOC(=O)C1=CCN(S(=O)(=O)c2ccccc2F)C1c1cccc(Cl)c1 (stereo unspecified)	-0.9	-3	0	3.2	·	-4	2	-2.0	-0.1	3	2
CCCn1c(C)cc(C(=O)COC(=O)c2c(C)nn(-c3ccccc3)c2C)c1C	-1.5	-5	-1	-1.6	0.9	-2	5	-1.9	-0.1	5	-4
O=C(Nc1nnc([C@@H]2C[C@H](O)[C@@H](CO)O2)s1)Nc1cccc2ccccc12	-0.2	-3	-15	-4.6	·	-1	-11	3.0	-1.7	-1	-20
CCOC(=O)c1cc(NC(=O)c2cccnc2)ccn1	-1.6	2	-23	-0.3	1.6	3	-8	-0.3	-0.8	-4	-17
O=C(C1CCN(c2nc(-c3ccccc3)nc3c2CCC3)CC1)N1CCC(O)CC1	-0.9	0	-3	-2.7	-0.7	-2	-2	-1.1	-3.2	-1	-9
Cc1ccc(CNC(=O)c2cn(C3CCCCC3)c(=O)c3c2c2ccccc2n3C)o1	-1.2	1	-41	-4.6	-2.3	-2	-8	-2.1	-1.0	-1	-11
CCCCOc1cccc(C2C(C(=O)c3ccc(C)o3)=C(O)C(=O)N2Cc2ccco2)c1 (stereo unspecified)	-0.7	-1	-2	-1.0	-1.0	4	-19	-0.6	-1.3	-3	-27
COc1ccc(OCc2nnc3n2N=C(c2ccccc2)C(CC(=O)O)S3)cc1 (stereo unspecified)	-0.1	7	-9	-0.1	0.3	3	-3	3.3	0.1	3	-12

Screening data deposited in PubChem BioAssay by several laboratories.
